Screening data deposited in PubChem by National Center for Advancing Translational Sciences (NCATS).
Pin1 inhibitor = blocks the human prolyl isomerase Pin1. Q13526. Pin1 FP peptide displacement, HiFluor488, 10 min. Potency, µM (series often up to 115 µM), without a hit: at the highest dose activity, negative = inhibition, hits mostly inhibitors. 390,000 compounds, 0.009% hits. AID 504891; active = well fitted inhibition curve with a large enough effect in the polarisation, with a control signal flat, not every such curve was filed as active; inconclusive = small, poorly fitted or top-dose-only effect, or effect the other way, or a change in a side signal; inactive = no such curve, though single readings can be large or run the other way; the % refers to the polarisation; note: potency is the fitted concentration of half-maximal effect; % is set by controls: 0 for no effect and ±100 for the full control effect
Target sequence (Q13526 whole entry, looked up): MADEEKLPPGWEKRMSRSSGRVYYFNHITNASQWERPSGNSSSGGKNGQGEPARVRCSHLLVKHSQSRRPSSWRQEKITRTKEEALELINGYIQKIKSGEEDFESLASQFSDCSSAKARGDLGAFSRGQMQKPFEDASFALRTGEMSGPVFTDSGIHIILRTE
HP1b chromo inh = HP1-beta chromodomain-methylated histone interaction inhibition; P83916; AlphaScreen HP1-beta / biotin-H3K9me3 peptide binding; Potency, µM (highest dose often 114 µM), for inactives: top-dose activity change, negative = inhibition, actives largely listed as inhibitors; 390,000 compounds, 0.56% hits; AID 540317; note: potency is the fitted concentration of half-maximal effect; nearly all actives have a fitted effect of over 70% in size; inactives centre near 23
Target sequence (P83916 whole entry, looked up): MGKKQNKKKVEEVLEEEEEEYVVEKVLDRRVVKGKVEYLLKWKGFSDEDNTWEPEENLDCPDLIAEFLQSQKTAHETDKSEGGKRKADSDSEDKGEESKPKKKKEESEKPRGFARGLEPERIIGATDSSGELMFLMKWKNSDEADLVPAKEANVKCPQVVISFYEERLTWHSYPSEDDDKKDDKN
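HP1-beta protein (50 nM final) preincubated 30 min at room temperature with biotinylated H3(1-18)K9me3 peptide (50 nM) in PBS pH 7.4, 0.01% Tween-20, then compound added for 30 min. AlphaScreen streptavidin donor/nickel chelate acceptor beads (10 ug/mL final), 30 min dark, luminescence read.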
G9a block = inhibitors of human histone lysine methyltransferase G9a; Potency, µM (doses to about 102 µM), for the others: at the highest dose activity, negative = inhibition, actives largely listed as inhibitors; Q96KQ7; AID 504332; G9a H3K9 monomethylation, AlphaScreen, 2 h; 350,000 compounds, 8.8% hits; note: potency is the fitted concentration of half-maximal effect; % is set by controls: 0 for no effect and ±100 for the full control effect; nearly all actives have a fitted effect of over 75% in size
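Compounds were preincubated with 20 nM G9a for 15 min, after which biotinylated H3K9 peptide (500 nM) and SAM (20 uM) started a 2 h room-temperature reaction. Monomethylated product was quantified by antibody-based AlphaScreen chemiluminescence.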
GLS inhibitor = inhibitors of human glutaminase (GLS). Potency, µM (top dose mostly 45.5 µM), inactives show top-dose activity change, negative = inhibition, usual class: inhibitors. AID 624170. 410,000 compounds, 0.21% hits. O94925. GLS enzymatic activity, qHTS titration; note: potency is the fitted concentration of half-maximal effect; % is set by controls: 0 for no effect and ±100 for the full control effect
Target sequence (O94925 whole entry, looked up): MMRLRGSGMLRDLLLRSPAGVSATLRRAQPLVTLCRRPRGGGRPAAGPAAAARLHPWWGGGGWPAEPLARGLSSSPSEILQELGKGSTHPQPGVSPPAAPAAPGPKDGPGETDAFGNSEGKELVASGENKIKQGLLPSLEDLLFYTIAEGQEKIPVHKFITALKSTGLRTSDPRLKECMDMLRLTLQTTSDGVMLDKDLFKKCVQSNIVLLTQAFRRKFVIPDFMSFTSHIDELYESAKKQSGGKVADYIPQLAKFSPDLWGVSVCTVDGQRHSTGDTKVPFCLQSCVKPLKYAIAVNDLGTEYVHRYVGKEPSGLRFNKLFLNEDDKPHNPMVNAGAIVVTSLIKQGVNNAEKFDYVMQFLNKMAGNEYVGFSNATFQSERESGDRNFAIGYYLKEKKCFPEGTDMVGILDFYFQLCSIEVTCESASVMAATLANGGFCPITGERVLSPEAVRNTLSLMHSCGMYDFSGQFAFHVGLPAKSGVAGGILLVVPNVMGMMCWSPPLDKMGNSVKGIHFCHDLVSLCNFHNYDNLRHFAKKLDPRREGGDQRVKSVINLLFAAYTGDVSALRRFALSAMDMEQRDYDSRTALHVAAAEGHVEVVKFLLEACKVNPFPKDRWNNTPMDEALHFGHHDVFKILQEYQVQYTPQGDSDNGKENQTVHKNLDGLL
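Read-out is an Amplex red fluorescence increase coupled through glutamate oxidase and HRP, measured before and after 30 min room-temperature incubation. hKGA is in 45 mM KH2PO4 (pH 8.2) with 0.02% Tween-20; glutamine added as 1mM solution.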
ERG-DNA inh = inhibitors of human ERG Ets domain-DNA interaction; P11308; fluorescence polarization, His-ERG Ets domain / labelled DNA; Potency, µM (highest dose often 76.9 µM), for inactives: at the top dose FP activity, negative = inhibition, usual class: inhibitors; 370,000 compounds, 0.028% hits; AID 624246; active = well fitted inhibition curve with a large enough effect in the polarisation, with a control signal flat; inconclusive = small, poorly fitted or top-dose-only effect, or effect the other way, or a change in a side signal; inactive = no such curve, though single readings can be large or run the other way; the % refers to the polarisation;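 note: polarization taken with two DNA probes labelled with fluorescein and Texas red; potency is the fitted concentration of half-maximal effect; % of control where 0% means no effect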
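His-tagged ERG Ets domain (1 uM in the protein solution; 300mM KCl, 50mM Tris-HCl, 1mM EDTA, 1mM DTT, pH 7.5) received compound, then a probe mix of 5 nM fluorescein-DNA and 100nM Texas-615-DNA. Fluorescence polarization was read for both dyes.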
BAZ2B block = inhibitors of human BAZ2B bromodomain | AlphaScreen BAZ2B-H3K14Ac peptide displacement | Potency, µM (highest dose often 114 µM), without a hit: at the top dose activity change, negative = inhibition, actives largely listed as inhibitors | 360,000 compounds, 4.4% hits | AID 504333; note: potency is the fitted concentration of half-maximal effect; % is set by controls: 0 for no effect and ±100 for the full control effect; nearly all actives have a fitted effect of over 60% in size
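AlphaScreen displacement of biotin-H3(5-23)K14Ac peptide (50 nM final) from BAZ2B (50 nM final) in PBS pH 7.4, 0.01% Tween-20; complex preformed 30 min RT, then compounds (top 110 uM) 30 min RT, beads 20 min dark.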
JMJD2A Tudor = blocks the human JMJD2A Tudor domain; O75164; AlphaScreen JMJD2A-Tudor / H3K4me3 peptide binding; Potency, µM (series often up to 114 µM), inactives show top-dose activity change, negative = inhibition, hits mostly inhibitors; 390,000 compounds, 4.4% hits; note: potency is the fitted concentration of half-maximal effect; % is set by controls: 0 for no effect and ±100 for the full control effect; nearly all actives have a fitted effect of over 50% in size
PI4K2A block = blocks human PI4K2A kinase activity. activity change, negative = inhibition, % at 76.9 µM. 420,000 compounds, 0.13% hits. Q9BTU6. purified PI4K2A, ADP-Glo luminescence, 1 h; stronger effect = lower value; in the data active = activity change below about -50%; inconclusive = mostly about -30% to -49%;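 note: -100% = wells without enzyme as full effect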
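Compounds are screened against recombinant PI4K2A using PI as substrate and ATP, the latter dispensed at 300 microM. Reactions run one hour at ambient temperature before ADP-Glo detection; full inhibition defined by wells lacking enzyme.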
Tb PGK inh = blocks T. brucei phosphoglycerate kinase; P07378; PGK/GAPDH coupled, Kinase-Glo luminescence, 60 min; Potency, µM (highest dose often 57.5 µM), inactives show at the top dose activity change, negative = inhibition, actives largely listed as inhibitors; 380,000 compounds, 0.043% hits; AID 602233; note: potency is the fitted concentration of half-maximal effect; % is set by controls: 0 for no effect and ±100 for the full control effect; nearly all actives have a fitted effect of over 60% in size
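Recombinant glycosomal PGK reaction used 1,3-bisphosphoglycerate generated in-well by GAPDH (100nM final) in 100mM TEA pH 7.6, 5mM MgCl2, 0.01% Tween-20. After 60 minutes at room temperature, ATP was read by Kinase-Glo Plus luminescence end-point.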
Starred values were filed as active, the others as inactive; i = inactive; ? = inconclusive; · = no result given; [ ] = dose if it differs, or a comment. Unless noted, calls come from the whole dose curve; as a rule, active = well fitted curve in the direction sought with a large enough effect; inconclusive = small, poorly fitted or top-dose-only effect, or another doubt; inactive = no such curve, though single readings can be large; an effect the other way counts as inactive or inconclusive. Rows were taken by chance; any-hit rate near 11%.

Labels used below: A = Pin1 inhibitor; B = HP1b chromo inh; C = G9a block; D = GLS inhibitor; E = ERG-DNA inh; F = BAZ2B block; G = JMJD2A Tudor; H = PI4K2A block; I = Tb PGK inh
CC(C)C(=O)N1CCC(c2nc(-c3ccc(S(=O)(=O)N4CCCC4)cc3)no2)CC1
  A = -5%; B = 16%; C = -6%; D = -3%; E = 1%; F = -24%; G = -7%; H = -7; I = ·
CCOc1ccc(-c2nc(N)ncc2Oc2cccc(OC)c2)c(O)c1
  A = 3%; B = 3%; C = -19%; D = -12%; E = -2%; F = ?; G = -29%; H = 2; I = -3%
O=S(=O)(Nc1ccc(-n2cccc2)cc1)c1ccc(F)cc1
  A = -2%; B = ?; C = 50µM*; D = -3%; E = 9%; F = ?; G = -8%[11.4 µM]; H = -4; I = i
Cc1ccc(C(C)(C)C)cc1S(=O)(=O)N1CCC(C(=O)N2CCN(c3ccc(O)cc3)CC2)CC1
  A = -10%; B = ?; C = 0.79µM*; D = 12%; E = 8%; F = 10%; G = -35%; H = -5; I = -8%
CSc1nc2c(c(=O)[nH]1)C(c1ccc(Br)cc1)CC(=O)N2 (stereo unspecified)
  A = 4%; B = 50%[activator]; C = -10%; D = -2%; E = 3%; F = -14%; G = -26%; H = 1; I = 7%
CC(OC(=O)c1ccc(Cl)nc1)C(=O)NC(C)(C)C (stereo unspecified)
  A = 3%; B = 19%; C = 5%; D = 5%; E = 2%; F = -1%; G = -5%; H = 1; I = i
CCCn1c(Sc2nnnn2-c2ccccc2)n[nH]c1=O
  A = -5%; B = 28%; C = -2%; D = -9%; E = -7%; F = 1%; G = -8%; H = 0; I = -11%
O=C(O)c1cccc(N2C(=O)c3cccc4cccc(c34)C2=O)c1
  A = -2%; B = 29%; C = 11%; D = 4%; E = 14%; F = -12%; G = -8%; H = 4; I = -3%
O=C(CCN1CCOCC1)N1CCc2c([nH]c3ccccc23)C1c1cccc(Cl)c1 (stereo unspecified)
  A = -2%; B = -13%; C = -11%[0.501 µM]; D = 10%; E = 1%; F = ?; G = ?; H = -8; I = 3%
COc1ccccc1CCc1nnc(CCC(=O)NC(C)Cc2cccnc2)o1 (stereo unspecified)
  A = 0%; B = 34%; C = ·; D = 2%; E = 5%; F = 2%; G = 2%; H = -4; I = -4%

Full records from above. Values in the order: Pin1 inhibitor	HP1b chromo inh	G9a block	GLS inhibitor	ERG-DNA inh	BAZ2B block	JMJD2A Tudor	PI4K2A block	Tb PGK inh
O=C(O)c1cccc(N2C(=O)c3cccc4cccc(c34)C2=O)c1 across the screens: -2%	29%	11%	4%	14%	-12%	-8%	4	-3%
CSc1nc2c(c(=O)[nH]1)C(c1ccc(Br)cc1)CC(=O)N2 (stereo unspecified) across the screens: 4%	50%[activator]	-10%	-2%	3%	-14%	-26%	1	7%

(next part)
Labels used below: A = Pin1 inhibitor; B = HP1b chromo inh; C = G9a block; D = GLS inhibitor; E = ERG-DNA inh; F = BAZ2B block; G = JMJD2A Tudor; H = PI4K2A block; I = Tb PGK inh
Cc1cccc(C)c1NC(=O)CS(=O)CC(=O)N1CCN(c2ccccc2)CC1 (stereo unspecified)
  A = -5%; B = 13%; C = 2%; D = -20%; E = -1%; F = 1%; G = 3%; H = -2; I = 1%
O=C(COc1ccccc1)NCc1ccc2c(c1)CCN2C(=O)c1ccc(F)cc1
  A = -4%; B = 22%; C = 0%[59 µM]; D = 17%; E = 7%; F = -11%; G = -14%; H = -2; I = -5%
O=C(CN1CCCN(Cc2ccc(F)cc2Cl)C1=O)NC1CCCC1
  A = 1%; B = 17%; C = 17%[59 µM]; D = 6%; E = 3%; F = 0%; G = -10%; H = 1; I = -1%
Cc1cccc2nc(-c3ccc(Cl)s3)c(Nc3ccc4c(c3)OCCO4)n12
  A = 4%; B = ?; C = 10µM*; D = 1%; E = -5%; F = 13µM*; G = 32µM*; H = -5; I = 5%
O=C(NCCCc1nc2ccccc2n1Cc1cccc(Cl)c1)C1CCCCC1
  A = 2%; B = 29%; C = 3%[59 µM]; D = 7%; E = 2%; F = -1%; G = -3%; H = -1; I = -1%
COC(=O)C(C#N)C(=C1C(=O)CC(C)(C)CC1=O)c1ccc(O)cc1 (stereo unspecified)
  A = -6%; B = 17%; C = -46%[59 µM]; D = 40%[activator]; E = -9%; F = 10%; G = ?; H = 2; I = -1%
CN(C)S(=O)(=O)N(CC(=O)N(Cc1ccccc1)Cc1ccccc1)c1ccccc1
  A = 1%; B = 8%; C = -4%[59 µM]; D = 0%; E = -2%; F = 56µM*; G = ?; H = -4; I = -4%
COc1ccc(CCn2cnc(=O)c(C#N)c2C)cc1OC
  A = -6%; B = 41%[activator]; C = 10%; D = 5%; E = -2%; F = -3%; G = 3%; H = -2; I = -1%
O=c1[nH]nc(Cc2ccccc2)c2ccccc12
  A = -4%; B = 20%; C = -4%[59 µM]; D = -12%; E = 6%; F = 7%; G = -4%; H = 3; I = 4%
O=C(NCc1n[nH]c(=S)n1-c1ccc(Br)cc1)c1cccs1
  A = 0%; B = 2%; C = 10µM*; D = ?; E = 4%; F = -16%; G = 25µM*; H = 2; I = 1%

Of the compounds above, these contain an aryl thioether with sulfur outside any ring:
Labels used below: A = Pin1 inhibitor; B = HP1b chromo inh; C = G9a block; D = GLS inhibitor; E = ERG-DNA inh; F = BAZ2B block; G = JMJD2A Tudor; H = PI4K2A block; I = Tb PGK inh
CSc1nc2c(c(=O)[nH]1)C(c1ccc(Br)cc1)CC(=O)N2 (stereo unspecified)
  A = 4%; B = 50%[activator]; C = -10%; D = -2%; E = 3%; F = -14%; G = -26%; H = 1; I = 7%
CCCn1c(Sc2nnnn2-c2ccccc2)n[nH]c1=O
  A = -5%; B = 28%; C = -2%; D = -9%; E = -7%; F = 1%; G = -8%; H = 0; I = -11%

Additional compounds follow:
Order of values: Pin1 inhibitor	HP1b chromo inh	G9a block	GLS inhibitor	ERG-DNA inh	BAZ2B block	JMJD2A Tudor	PI4K2A block	Tb PGK inh
> C(#CC12CC3CC(CC(C3)C1)C2)CN1CCOCC1
  2%	16%	-2%	-2%	-3%	2%	-9%	2	7%
> Cc1ccc(Cl)cc1N1CCN(C(=O)c2cc(S(=O)(=O)N3CCCC3)c[nH]2)CC1
  13%	-1%	-22%[59 µM]	-2%	-4%	-35%	-31%	-10	-4%
> COc1ccc(C(=O)N2CC(c3ccc(Cl)cc3)CC2=O)cc1 (stereo unspecified)
  -5%	40%[activator]	·	-2%	6%	·	0%	0	-9%
> COc1ccccc1CNC(=O)C1CCCCN1S(=O)(=O)c1ccccc1 (stereo unspecified)
  -1%	-18%	-3%[59 µM]	6%	6%	3%	0%	-3	4%
> CCCCN(C(=O)c1ccc(N2CCCC2=O)cc1)c1c(N)n(CCC)c(=O)[nH]c1=O
  -3%	26%	-12%[12.7 µM]	2%	12%	9%	-8%	-8	-5%
> Cc1onc(-c2ccccc2Cl)c1C(=O)N1CCN(c2ccc(F)cc2)CC1
  0%	24%	14%	3%	-7%	3%	-11%	-1	-6%
> COc1cc(C(=O)OCCN2CCOCC2)ccc1O
  2%	-7%	-5%[59 µM]	23%	-11%	4%	?	-1	-4%
> COc1ccc(-c2nc(CS(=O)CC(=O)NCCCN3CCCC(C)C3)c(C)o2)cc1OC (stereo unspecified)
  -2%	31%	·	1%	-18%	3%	-1%	-2	-10%
> O=C(O)c1ccc(Nc2ccc3nonc3c2[N+](=O)[O-])cc1
  -2%	23%	5%	-17%	-2%	-9%	-7%	-5	-1%
> CC1CN(C(=O)/C=C/c2ccc([N+](=O)[O-])s2)CC(C)O1 (stereo unspecified)
  2%	28%	3%	4%	-8%	-8%	-15%	0	-1%
> C=CCOC(=O)c1[nH]c2c(c1C)C(=O)CC(c1ccco1)C2 (stereo unspecified)
  ?	28µM*	?	21%	4%	50µM*	20µM*	-9	-17%
> Cc1ccc(S(=O)(=O)N2CCC(C(=O)N[C@@H](C)C(=O)NCC3CCCO3)CC2)cc1 (stereo partly specified)
  3%	16%	-39%	0%	-2%	-5%	-8%	-3	6%
> CCCN(CCC)C(=O)CN1C(=O)CSc2ccc(S(=O)(=O)N3CCC(C)CC3)cc21
  -1%	63%[activator]	7%[59 µM]	-2%	-3%	-2%	1%	-1	6%
> CC(=O)N1CCN(c2ccccc2NC(=S)NC(=O)c2cc3ccccc3o2)CC1
  4%	-3%	11%	13%	-2%	-23%	-14%	-4	-11%
> COC(=O)c1ccc(Cl)cc1NC(=O)N(Cc1ccc(OC)cc1)C1CCN(C(C)=O)CC1
  -1%	11%	-38%[59 µM]	-8%	1%	?	-35%	-4	-2%
> COCCNC(=O)c1sc2ncn(CC(=O)Nc3ccc(C)c(Cl)c3)c(=O)c2c1C
  -3%	28%	11%	3%	5%	2%	-9%	1	12%
> COC(=O)c1ccc(Cn2nc(-c3cc(C)ccc3C)ccc2=O)cc1
  -1%	79%[activator]	1%	5%	1%	12%	-10%	-6	i
> O=C(CC1CC2CCC1C2)NCCc1ccc(Cl)cc1 (stereo unspecified)
  4%	37%	14%	-5%	-9%	10%	15%	0	0%
> CSCCC(C(=O)OCC(=O)c1ccc(C)c(C)c1)N1C(=O)c2cc(Cl)c(Cl)cc2C1=O (stereo unspecified)
  1%	19%	23%[12.7 µM]	7%	3%	-2%	-16%	2	-9%
